core dimer inh = blocks dimerization of HCV core protein; TR-FRET GST/Flag-core106 dimerization, 1536-well; inhibition, % at 5 µM; 300,000 compounds, 0.33% hits;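 active = inhibition above the mean of all tested compounds plus 3 SD, set per screening campaign, cut at about 45% in these data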
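System – GST-tagged and Flag-tagged HCV core protein residues 1-106 · Repeats – one well for each compound · Technique – TR-FRET 671 and 617 nm emission · Doses – one concentration, 5 µM, in 0.5% DMSO · Times – 4 h, 22.5 °C incubation · Also added – Eu donor and XL665 acceptor anti-tag antibodies · Measure – percent inhibition of core106 dimerization signal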
PP1 inh = blocks human PP1-alpha phosphatase, a PP5 counter-screen. 320,000 compounds, 0.9% hits. inhibition, % at 6.7 µM. AID 2235. purified PP1alpha, OMFP fluorescence. P62136;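 active = inhibition above the mean inhibition of all tested compounds plus 3 SD, computed separately for each screening campaign, cut at about 15% in these data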
Target sequence (P62136 whole entry, looked up): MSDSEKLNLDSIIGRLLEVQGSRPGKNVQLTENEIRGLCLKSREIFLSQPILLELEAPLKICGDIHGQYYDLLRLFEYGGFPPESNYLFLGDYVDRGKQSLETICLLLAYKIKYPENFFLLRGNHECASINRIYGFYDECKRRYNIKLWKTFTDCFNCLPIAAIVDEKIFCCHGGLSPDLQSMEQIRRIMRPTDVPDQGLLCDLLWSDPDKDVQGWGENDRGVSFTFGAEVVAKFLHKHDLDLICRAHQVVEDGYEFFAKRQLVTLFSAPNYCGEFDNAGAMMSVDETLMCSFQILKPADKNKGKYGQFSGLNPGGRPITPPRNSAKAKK
proCasp7 act = activates human procaspase-7, counter-screen for procaspase-3 activators; recombinant procaspase-7, Ac-DEVD-pNA absorbance 405 nm; D23A/D198A/D206A triple mutant, cannot self-cleave; scale: DMSO 0, 5 µM enzyme 100; 330,000 compounds, 0.093% hits; activation, % at 8.5 µM;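 active = percent activation above the screen-wide mean plus 3 SD, cut at about 25% in these data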
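Replicates: singlicate. Assay system: Procaspase-7 triple mutant (PC-7 D3A). Signal: 405 nm absorbance of p-nitroaniline. Times: 1 h preincubation, 2 h reaction. Buffer or medium: Zinc-free HEPES pH 7.4 with 300 mM NaCl, 0.01% Triton X-100. Also added: DEVD-pNA substrate. Benchmarks: DMSO wells as 0%, DMSO with 5 µM added PC-7 as 100%.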
TPT1 inhibitor = C. albicans TPT1 enzyme inhibition. inhibition, % at 5 µM. AID 1962. recombinant caTPT1, FP RNA substrate dephosphorylation. 300,000 compounds, 0.81% hits;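 active = inhibition above the mean of all tested compounds plus 3 SD, set per screening campaign, cut at about 24% in these data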;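 note: plate controls were DMSO alone for no effect and ferristatin control at 100 nM for full effect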
PAFAH2 inh = PAFAH2 (human) inhibition; Q99487; recombinant PAFAH2, FP-rhodamine activity probe, fluorescence polarization; inhibition, % at 3.39 µM; 340,000 compounds, 0.99% hits;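 active = inhibition above the mean over all tested compounds plus 3 SD, cut at about 30% in these data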;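 note: inhibitors block probe labeling of enzyme so polarization drops; 0% = enzyme with DMSO and 100% = wells lacking PAFAH2 protein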
Fh CTSL1 inh = counter-screen for PFM18AAP inhibitors: inhibitors of F. hepatica cathepsin L1; recombinant F. hepatica cathepsin L1, Z-Leu-Arg-MCA fluorescence; inhibition, % at 5.96 µM; 300,000 compounds, 0.49% hits; AID 1906;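 active = inhibition above the mean of all tested compounds plus 3 SD, set per screening campaign, cut at about 17% in these data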;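 note: 0% = plate median of test compound wells and 100% = 1 µM Z-Phe-Ala-diazomethylketone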
AHR act = activates the human aryl hydrocarbon receptor | P35869 | AHR-responsive luciferase reporter cells, luminescence | activation, % at 5 µM | 320,000 compounds, 2.5% hits | AID 2796; in the data active = activation above about 47%;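 note: 0% = vehicle wells and 100% = reference agonist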
PP5 inh = blocks human protein phosphatase 5 activity; P53041; purified PP5c, OMFP substrate fluorescence; inhibition, % at 6.7 µM; 320,000 compounds, 0.18% hits; AID 1987;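 active = inhibition above the campaign's mean inhibition across all tested compounds plus 3 SD, cut at about 9.5% in these data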;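 note: 0% = DMSO only and 100% = 100 µM cantharidin control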
Target sequence (P53041 whole entry, looked up): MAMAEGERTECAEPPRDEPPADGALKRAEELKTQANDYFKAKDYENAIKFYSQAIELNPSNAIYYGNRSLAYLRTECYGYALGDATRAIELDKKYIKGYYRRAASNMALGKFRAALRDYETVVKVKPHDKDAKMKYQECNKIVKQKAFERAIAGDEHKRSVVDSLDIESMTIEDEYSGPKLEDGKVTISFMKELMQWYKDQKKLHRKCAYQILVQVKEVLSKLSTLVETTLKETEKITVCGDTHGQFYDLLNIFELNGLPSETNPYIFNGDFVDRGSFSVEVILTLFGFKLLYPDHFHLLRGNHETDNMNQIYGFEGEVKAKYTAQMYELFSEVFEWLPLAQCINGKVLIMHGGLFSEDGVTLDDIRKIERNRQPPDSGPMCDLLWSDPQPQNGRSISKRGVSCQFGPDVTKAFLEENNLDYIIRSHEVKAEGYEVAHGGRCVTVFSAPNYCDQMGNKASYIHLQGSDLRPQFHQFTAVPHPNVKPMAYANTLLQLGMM
proCasp3 act = activators of human procaspase-3. P42574. recombinant procaspase-3 D3A, Ac-DEVD-pNA absorbance 405 nm. activation, % at 8.5 µM. 330,000 compounds, 0.11% hits;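 active = activation above the mean of all tested compounds plus 3 SD, cut at about 21% in these data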;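 note: 0% = DMSO alone and 100% = DMSO wells spiked with extra 5 µM PC-3 D3A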
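System: Procaspase-3 D3A mutant. Medium: Zinc-free 300 mM NaCl, 50 mM HEPES, 0.01% Triton X-100. Schedule: 1 h preincubation plus 2 h reaction at 25 °C. Measured by: 405 nm absorbance of p-nitroaniline, reads at 0 and 120 min. Read-out: percent activation relative to control range.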
* hit, by the source's call; . = no result given. An unsorted share of the library; any-hit rate near 5.6%.

SMILES	core dimer inh	PP1 inh	proCasp7 act	TPT1 inhibitor	PAFAH2 inh	Fh CTSL1 inh	AHR act	PP5 inh	proCasp3 act
CC12CC3(C)CC(C)(C1)CC(C(=O)NCCc1ccc(S(N)(=O)=O)cc1)(C2)C3	-3	5	7	-2	6	4	-1	3.8	5
Cn1cccc1C(=O)OCC(=O)N1CCc2ccccc21	.	.	16	.	31*	.	1	.	2
Cn1cccc1C(=O)NC(=O)COC(=O)c1ccccc1Sc1ccccc1C#N	-51	6	6	-2	-3	4	-2	1.4	-6
CSc1nc(Oc2ccc(F)cc2)c2ccccc2n1	0	-1	-1	-2	4	-2	-5	-0.2	11
COC(=O)CCCCCN1C(=O)NC(c2ccc(-c3ccccc3)cc2)C(C(=O)OCc2ccccc2)=C1C (stereo unspecified)	14	2	9	-4	.	4	0	1.6	5
CCOC(=O)N1CCN(C(=S)NC2CCCCC2)CC1	-1	6	-1	-5	-15	-4	1	0.2	-4
O=C(O)c1ccccc1C(=O)NCCc1c(C(=O)O)[nH]c2ccc(Cl)cc12	3	1	-4	3	6	0	2	2.4	6
C(=C\c1ccccc1)/C=N/Nc1nncc(-c2ccccc2)n1	0	-5	-2	-4	.	4	11	3.9	-2
CCC1CCCCN1C(=S)Nc1cccc(S(=O)(=O)N(C)C)c1 (stereo unspecified)	2	-1	0	0	3	0	1	-1.5	1
COc1cccc(CNC(=O)C(=O)NCC2OCCCN2S(=O)(=O)c2cc(C)ccc2C)c1 (stereo unspecified)	1	-1	4	1	-1	3	2	2.8	-1
Cc1cc(C)c(S(=O)(=O)N2CCCC(C(=O)NC3CCCC3)C2)c(C)c1 (stereo unspecified)	-2	6	4	-2	-6	-3	-3	2.8	0
O=[N+]([O-])c1ccc(S(=O)(=O)N2CCN=C2SCc2ccc(F)cc2)cc1	4	-5	2	0	-2	0	-1	0.9	-3
O=C(OCc1ccccc1)C1CCCN1C(=O)c1ccccc1[N+](=O)[O-] (stereo unspecified)	0	1	3	-1	-2	2	2	3.0	1
COc1ccc(N2CCN(CC(O)COc3ccc4c(c3)CCC4)CC2)cc1 (stereo unspecified)	0	3	-4	1	2	-2	3	6.2	-6
CCOc1ccc2nc3cc(NCc4ccc(OC)cc4)ccc3c(N)c2c1	41	65*	-10	-2	12	9	12	15*	-3
O=C(/C=C/c1ccc2c(c1)OCO2)NCc1ccncc1	2	2	3	1	9	0	9	-1.2	-2
CC(C)(C)[C@H]1CCC(=O)N([C@H](CC#N)Cc2ccccc2)CC1	12	-1	-2	-4	13	2	-1	-0.5	4
N#Cc1c(NC(=O)CSc2nnc(-c3ccco3)n2-c2ccccc2)sc2c1CCC2	64*	7	12	20	8	5	1	1.1	6
COc1ccc(C(=S)N2CCN(c3cccc(Cl)c3)CC2)cc1	0	2	8	-3	6	2	1	3.1	1
COc1ccc(-c2n[nH]c(=S)n2-c2ccc(C)cc2)cc1	-2	-3	-19	-1	3	3	5	2.5	-14
CC(=O)Nc1ccc(S(=O)(=O)N2CCN(C(=O)CCC3CCCC3)CC2)cc1	0	0	4	4	12	-2	3	3.4	3
CCOc1ccc(CN2CCN(Cc3ccon3)CC2CCO)cc1 (stereo unspecified)	-6	-13	8	0	-11	-27	8	1.6	-3
O=C(NCc1ccc(F)cc1)C1CCCN(c2nc3ccsc3c(=O)s2)C1 (stereo unspecified)	9	-2	2	-3	0	3	1	-1.6	6
CCNc1nc(NC(C)C)nc(NS(=O)(=O)c2ccc(Cl)cc2)n1	-2	0	-6	-3	9	0	1	0.3	5
CC(NC(=O)COc1ccc(S(=O)(=O)N2CCOCC2)cc1)c1ccccc1 (stereo unspecified)	.	-1	8	.	-3	.	1	1.5	-1

Overlap with the part before: five entries, followed by the next part.
SMILES	core dimer inh	PP1 inh	proCasp7 act	TPT1 inhibitor	PAFAH2 inh	Fh CTSL1 inh	AHR act	PP5 inh	proCasp3 act
CC(=O)Nc1ccc(S(=O)(=O)N2CCN(C(=O)CCC3CCCC3)CC2)cc1	0	0	4	4	12	-2	3	3.4	3
CCOc1ccc(CN2CCN(Cc3ccon3)CC2CCO)cc1 (stereo unspecified)	-6	-13	8	0	-11	-27	8	1.6	-3
O=C(NCc1ccc(F)cc1)C1CCCN(c2nc3ccsc3c(=O)s2)C1 (stereo unspecified)	9	-2	2	-3	0	3	1	-1.6	6
CCNc1nc(NC(C)C)nc(NS(=O)(=O)c2ccc(Cl)cc2)n1	-2	0	-6	-3	9	0	1	0.3	5
CC(NC(=O)COc1ccc(S(=O)(=O)N2CCOCC2)cc1)c1ccccc1 (stereo unspecified)	.	-1	8	.	-3	.	1	1.5	-1
Cc1ccc(NS(=O)(=O)c2ccc3c(c2)N(C)CCO3)cc1	1	0	-1	2	4	2	2	-1.0	-1
CCOC(=O)C1CCN(c2c(NCc3ccc(C(=O)N(C)Cc4ccccc4)cc3)c(=O)c2=O)CC1	3	-4	2	0	1	-1	-1	2.7	2
CC1CCCN(C(=O)c2ccc(Cl)c(S(=O)(=O)N3CCCCCC3)c2)C1 (stereo unspecified)	.	-2	1	.	8	.	4	-0.7	4
COc1cc(C(=O)O/N=C(\N)Cc2ccc([N+](=O)[O-])cc2)cc(OC)c1OC	2	-3	10	-2	.	-3	3	1.4	2
O=C(O)CSc1nnc(COc2ccc([N+](=O)[O-])cc2)n1-c1ccccc1	2	-3	7	-2	-1	2	1	-1.2	-3
O=C(NCCN1CCN(S(=O)(=O)c2ccc(F)cc2)CC1)C(=O)NCc1ccccc1	7	-2	10	-2	8	2	0	0.6	2
CC(=O)Nc1ccc2nc(SCC(=O)NCCOc3ccccc3)sc2c1	-1	2	-9	1	-5	-4	19	1.6	-4
Cc1nn(-c2ccccc2)c(Cl)c1/C=N/NC(=O)OC(C)(C)C	-2	-1	13	-1	0	2	1	3.5	4
Cc1nnsc1C(=O)NC1CCCc2c1cnn2-c1ccccc1F (stereo unspecified)	-4	-1	-1	1	-2	-2	14	0.3	4
Cc1ccc2nc(Cc3ccc(N)cc3)[nH]c2c1	-4	2	-19	4	5	4	6	-0.7	-7
COc1ccccc1CNC(=O)CN(C)S(=O)(=O)c1ccc(Br)s1	-3	4	3	0	-5	-3	2	2.3	3
CC(C)CCNC(=O)C1CCCN1C(=O)NC1CCCCC1 (stereo unspecified)	3	-4	7	-2	-1	-3	1	2.2	1
CCOC(=O)C1=C(CNC(C)(C)CC(C)(C)C)NC(=O)NC1c1cccc([N+](=O)[O-])c1 (stereo unspecified)	-2	2	-2	-14	13	9	2	4.8	-7
COc1ccc(S(=O)(=O)NCc2ccncc2)cc1NC(=O)c1ccccc1	2	0	-1	0	5	3	-6	0.2	4
C(=N\Nc1nn2cnnc2c2ccccc12)/c1ccco1	0	-1	11	4	9	1	28	2.5	3
Cc1cccc(C)c1NC(=O)c1ccc2c(c1)CCN2S(C)(=O)=O	3	-2	-4	-3	1	-3	2	0.4	0
CC1CCN(S(=O)(=O)c2ccc3c(c2)N(CC(=O)NCCCN2CCCCC2C)C(=O)CS3)CC1 (stereo unspecified)	-6	2	2	0	-1	-3	1	-1.8	7
Cc1ccccc1NC(=O)CN(C)S(=O)(=O)c1cccs1	-7	-1	0	4	-7	-2	0	3.9	7
O=C(NCCc1ccccc1F)[C@@H]1CSC2c3ccccc3C(=O)N21 (stereo partly specified)	5	0	5	1	2	-3	11	0.5	-6
CCOC(=O)C1=C(COC(=O)/C=C/c2cc(OC)c(OC)c(OC)c2)NC(=O)NC1C (stereo unspecified)	3	-1	9	3	3	0	2	2.7	-5
C[C@@H]1CC=C[C@H]2[C@H]1C(=O)N(Cc1ccccc1)[C@H]2c1ccoc1	1	-1	4	5	5	-2	3	-0.4	3
O=C(CNC(=O)c1ccc(Cl)cc1)OCC(=O)N1CCCC1	0	-2	7	-3	4	-1	-1	0.7	-6
Cn1c(=O)[nH]c(=O)c2c1nc(Br)n2CCCCSc1nc2ccccc2o1	5	2	-9	0	-2	-1	3	1.4	11
CC(=O)NN1C(=O)c2ccccc2NC1c1ccccc1 (stereo unspecified)	-9	-1	-1	-2	2	0	2	1.5	-6
O=S(=O)(c1ccccc1S(=O)(=O)N1CCCCC1)N1CCCCC1	-1	0	6	0	8	-10	0	-2.1	-8

Going on with the list.
SMILES	core dimer inh	PP1 inh	proCasp7 act	TPT1 inhibitor	PAFAH2 inh	Fh CTSL1 inh	AHR act	PP5 inh	proCasp3 act
COc1ccc(CCNC(=O)c2ccc(NS(=O)(=O)c3c(C)noc3C)cc2)cc1OC	-3	0	-5	-2	1	-1	-1	1.1	-10
COc1ccccc1N(C)S(=O)(=O)c1ccc(C)c(C(=O)NC(C)c2ccccn2)c1 (stereo unspecified)	.	-2	-3	.	0	.	1	0.5	0
Cc1cccc(-n2cnc(C(=O)NNC(=S)Nc3ccccc3)c2)n1	2	2	-13	-1	10	3	3	-2.2	-2
CCOC(=O)c1c(C)nc2sc(C(=O)Nc3ccccc3)c(N)c2c1-c1ccc(OC)cc1	4	1	-6	2	-8	2	-4	6.0	-11
Cn1cc(S(=O)(=O)N2CCCC2)cc1C(=O)NCc1ccc(F)cc1	-15	5	-2	-3	-1	0	-2	0.9	-6
Cn1cnnc1SCC(=O)Nc1ccc(OC(F)F)cc1	-3	-2	11	-1	0	6	1	-1.1	5
COc1cccc(CNS(=O)(=O)c2ccc3c(c2)NC(=O)CS3)c1	0	-4	8	1	5	-5	1	3.3	3
O=C1CN(C(=O)c2ccc3nc(Cc4cccc(Cl)c4)oc3c2)CCN1	-3	-3	0	-1	-3	-4	-1	2.6	1
O=C(CCc1nc2cccnc2n1Cc1ccccc1)N1CCOCC1	-6	1	-1	0	2	2	-2	0.5	0
CNc1nc(-c2ccc3c(c2)CCN3S(=O)(=O)c2ccccc2)c(C)s1	12	5	-7	2	6	2	1	2.1	-7
COc1c(S(=O)(=O)NCCN2CCOCC2)ccc(Cl)c1Cl	-5	-2	1	2	-7	1	-2	-1.5	15
CCC(C)NC(=O)CN1C(=O)NC2(CCc3ccccc3C2)C1=O (stereo unspecified)	-6	0	-1	-1	-3	4	-1	1.8	5
CN1CCc2c(sc(/N=C/c3c[nH]c4ccccc34)c2C(N)=O)C1	-10	2	-16	2	.	5	76*	2.1	-5
COC(=O)CCC(=O)NNC(=O)CCCOc1ccc(Cl)cc1Cl	3	1	-2	-1	5	-8	2	0.2	-1
CC(=O)NN1C(=O)c2ccccc2NC1c1ccc(N(C)C)cc1 (stereo unspecified)	11	-6	-6	5	2	-8	2	0.2	3
CCOC(=O)CC1(CC(=O)OCC)NC(=O)c2c(C)sc(C(=O)OCC)c2N1	3	2	2	1	1	-4	1	2.5	-1
C/C(=N/NC(=O)CNC(=O)c1ccccc1F)c1ccc2c(c1)CCCC2	6	-5	2	-3	3	-2	4	1.5	-2
